Screening results as filed in PubChem.
TRPC4 act = activators of mouse TRPC4 channel, primary screen, Fluo4 calcium, HEK293 TRPC4beta/mu-opioid cells; Short transient receptor potential channel 4 (Mus musculus), Q9QUQ5; Fluo4 calcium fluorescence; stronger effect = higher value; B-score at 10 µM; 310,000 tested, 0.49% active; AID 2237, 2010;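 active means B-score above 5 SD of library B-scores, and initial fluorescence ratio not above library mean plus 5 SD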;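 further: positive B-score marks a calcium rise read as TRPC4 activation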
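system = HEK293 cells stably co-expressing mouse TRPC4beta and mu-opioid receptor | schedule = Fluo4 dye loading 45 min at room temperature, 110 s recording | measure = B-scored integrated calcium fluorescence ratio | signal = Fluo4 calcium-sensitive dye fluorescence, kinetic, 1 Hz baseline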
hERG protect = hERG rescue from dofetilide block, primary screen, cell-based, CHO-hERG, FluxOR thallium flux, dofetilide IC70; dofetilide IC70 present; 310,000 tested, 0.51% active; activation (rescue from dofetilide block), less the hit threshold, % at 10 µM;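 active means activation above the mean of controls blocked by dofetilide plus 5 SD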;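 further: thallium influx through hERG after potassium depolarization seen as dye fluorescence rise; in these data hits start at about 4.7%; inactives centre near -7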
ANO1 activ = TMEM16A chloride channel activators or potentiators, primary screen, cell-based, HTS; HEK293 TMEM16A/YFP-H148Q/I152L, iodide quench fluorescence; stronger effect = lower value; B-score at 10 µM; 340,000 tested, 0.3% active; AID 623877, 2012;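 active means fluorescence-ratio B-score plate-corrected deviation score at least 3 library SD below zero, with starting fluorescence score within 5 deviations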;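 further: channel opened by trigger with iodide after compound preincubation; score built on the fluorescence ratio of max minus min over baseline; more negative score means more quench and so TMEM16A activation or potentiation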
ANO1 block = TMEM16A chloride channel inhibitors, primary screen, cell-based, HTS | AID 588511, 2011 | Anoctamin-1 (Mus musculus), Q8BHY3 | HEK293 TMEM16A/YFP iodide influx fluorescence, ionomycin | 310,000 tested, 1.2% active | normalized B-score (activity score, 25-100; higher = stronger inhibition) at 10 µM;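 active means ratio plate-corrected score three or more library SD toward inhibition, starting fluorescence score within five deviations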;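 further: score derived from kinetic fluorescence span divided by baseline fluorescence per well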
KCNK9 inh = KCNK9 potassium channel inhibitors, primary screen, HEK293 cells, thallium flux | Potassium channel subfamily K member 9 (Homo sapiens), Q9NPC2 | FluxOR thallium flux fluorescence; stronger effect = lower value | B-score at 10 µM | 310,000 tested, 1.2% active | AID 488922, 2010;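 active means ratio B-score over 3 SD below the library mean, with starting fluorescence within 5 SD of its mean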;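 further: negative B-score means less thallium flux so channel inhibition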
KCNK3 block = human KCNK3 channel inhibitors, primary screen, CHO cells, FluxOR thallium flux, B-score | Potassium channel subfamily K member 3 (Homo sapiens), O14649 | FluxOR fluorescence; stronger effect = lower value | B-score at 10 µM | 340,000 tested, 0.84% active | AID 602410, 2012;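 active means B-score under library mean minus 4 SD, starting fluorescence ratio at most library mean plus 5 SD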;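 further: more negative B-score means stronger inhibition of thallium flux through KCNK3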
Target sequence (O14649 whole entry, looked up): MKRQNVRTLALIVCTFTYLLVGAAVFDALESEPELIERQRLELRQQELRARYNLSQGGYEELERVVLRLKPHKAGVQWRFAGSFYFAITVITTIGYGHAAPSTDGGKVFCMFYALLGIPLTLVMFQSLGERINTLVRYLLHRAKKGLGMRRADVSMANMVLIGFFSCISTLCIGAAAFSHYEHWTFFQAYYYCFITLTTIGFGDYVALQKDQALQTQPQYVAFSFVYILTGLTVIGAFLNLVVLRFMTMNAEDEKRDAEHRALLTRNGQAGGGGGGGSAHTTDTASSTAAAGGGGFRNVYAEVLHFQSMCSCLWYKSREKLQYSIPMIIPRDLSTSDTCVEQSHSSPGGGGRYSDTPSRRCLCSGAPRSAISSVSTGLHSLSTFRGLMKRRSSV
KCNQ1 inh = inhibitors of human KCNQ1 channel, primary screen, cell-based, thallium flux, high-throughput | Potassium voltage-gated channel subfamily KQT member 1 (Homo sapiens), P51787 | CHO-K1 KCNQ1, FluxOR thallium flux fluorescence; stronger effect = higher value | B-score at 10 µM | 310,000 tested, 1.3% active | AID 2642, 2010;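 active means compounds whose thallium flux B-score, printed positive for inhibition, exceeds three library SD while starting fluorescence stays within three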;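 further: channel opened by potassium depolarization with thallium stimulus after 20 min compound exposure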
HDAC3 inh = HDAC3 deacetylase inhibitors, primary screen, biochemical, fluorescence, cell-free homogeneous. Histone deacetylase 3 (Homo sapiens), O15379. recombinant HDAC3, fluorogenic peptide/trypsin coupled. inhibition, % at 8.3 µM. 320,000 tested, 0.15% active. AID 2718, 2010; in the data active means inhibition above about 26%, passing the limit was not always enough
Target sequence (O15379 whole entry, looked up): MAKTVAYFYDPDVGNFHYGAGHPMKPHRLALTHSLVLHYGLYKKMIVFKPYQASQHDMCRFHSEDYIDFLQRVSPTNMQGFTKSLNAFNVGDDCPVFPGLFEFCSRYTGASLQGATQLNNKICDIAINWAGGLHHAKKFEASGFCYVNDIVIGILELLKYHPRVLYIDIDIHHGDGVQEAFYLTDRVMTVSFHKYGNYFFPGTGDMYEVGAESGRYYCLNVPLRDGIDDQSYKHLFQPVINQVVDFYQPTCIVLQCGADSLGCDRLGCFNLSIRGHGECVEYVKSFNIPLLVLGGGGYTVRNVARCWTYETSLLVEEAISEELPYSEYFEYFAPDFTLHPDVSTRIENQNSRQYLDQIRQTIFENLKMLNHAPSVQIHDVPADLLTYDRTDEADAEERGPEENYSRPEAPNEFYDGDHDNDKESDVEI
TRPC4 potent = positive allosteric modulators of TRPC4, primary screen, cell-based, mouse TRPC4beta, HEK293 mu-opioid, Fluo-4 calcium; DAMGO EC20, Fluo-4 Ca2+ flux; stronger effect = higher value; B-score at 10 µM; 310,000 tested, 0.42% active;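 active means B-score of calcium response area above 5 SD of library B-scores, with initial fluorescence ratio within 5 SD of library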;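 further: B-score of integrated fluorescence ratio over time as area under calcium response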
KCNQ1 pot = potentiators or activators of KCNQ1 channel, primary screen, cell-based, thallium flux, high-throughput. CHO-K1 KCNQ1, thallium flux FluxOR fluorescence; stronger effect = higher value. AID 2648, 2010. Potassium voltage-gated channel subfamily KQT member 1 (Homo sapiens), P51787. B-score at 10 µM. 310,000 tested, 0.35% active;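 active means fluorescence ratio B-score, a plate-corrected score, at least three library SD, with initial intensity B-score within 5 SD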
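Schedule – 37 °C overnight plating, 90-min dark dye load, 20-min compound pretreatment · System – stable KCNQ1 CHO-K1 line · Probe or stimulus – thallium- and potassium-containing depolarizing buffer · Measured by – kinetic FluxOR fluorescence, 10 s baseline plus 110 s post-stimulus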
Dyrk1A ADPGlo = rat Dyrk1A kinase inhibitors, primary screen, biochemical, single point, plate reader; Dual specificity tyrosine-phosphorylation-regulated kinase 1A (Rattus norvegicus), Q63470; inhibition, % at 12.5 µM; AID 504441, 2011; 310,000 tested, 0.43% active; ADP-Glo luminescence, NFATc1 peptide; in the data active means inhibition above about 50%;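 further: plate controls were vehicle with enzyme for no effect and no enzyme for full effect; many of its hits are not listed in these tables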
* marks the source's active call; other numbers are inactive results; i = inactive; nt = no result given.

Under each structure – TRPC4 act, hERG protect, ANO1 activ, ANO1 block, KCNK9 inh, KCNK3 block, KCNQ1 inh, HDAC3 inh, TRPC4 potent, KCNQ1 pot, Dyrk1A ADPGlo
COCCN(C(=O)COC(=O)c1ccc2c(c1)OCCO2)c1c(N)n(Cc2ccccc2)c(=O)[nH]c1=O
  i, -12, i, i, i, i, i, 3, i, i, 14
CCc1c(C)sc(NC(=O)Cc2ccccc2C)c1C(=O)N1CCOCC1
  i, -7, i, i, i, i, i, 4, i, i, 0
Nc1c2c(nc3ccccc13)CCC2
  i, -2, i, i, i, i, i, 3, i, i, 6
Cc1sc2ncn(CC(=O)NCCCC(=O)N3CCN(c4ccccn4)CC3)c(=O)c2c1C
  i, -5, i, i, i, i, i, 1, i, i, -4
CC(C)(C)OC(=O)N[C@@H](COCc1ccccc1)C(=O)N[C@@H](CO)[C@H](O)[C@@H]1C[C@@H]1C(=O)NC1CC1
  i, -5, i, i, i, i, i, -6, i, i, 18
CCOC(=O)CC(=O)CSc1ncnc2c1oc1ccccc12
  i, -2, i, i, i, i, i, 9, i, i, 3
COc1ccc(NC(=O)c2sc3nc(C)nc(N4CCOCC4)c3c2C)c(OC)c1
  i, -10, i, i, i, i, i, 11, i, i, 0
CCOC(=O)c1nnsc1NC(C)=O
  i, -1, i, i, i, i, i, -6, i, i, 0
CCC(C)(C)NC(=O)C(c1ccc(OC)cc1)N(C(=O)CCC(=O)Nc1cc(C)on1)C1CC1 (stereo not drawn)
  i, -5, i, i, i, i, i, -3, i, i, 0
CCCSc1nnc(NC(=O)CSc2sc3c(O)cc(=O)[nH]c3c2C#N)s1
  i, -3, i, i, i, i, i, 5, i, i, 0
CCCN(CC(=O)Nc1ccccc1C)C(=O)/C=C/c1cccs1
  i, -6, i, i, i, i, i, nt, i, i, -14
Cn1c(CN2CCN(C(=O)c3ccco3)CC2)nc2cc([N+](=O)[O-])ccc21
  i, -3, i, i, i, i, i, 8, i, i, 4
COc1cc(NC(=O)c2ccc(Cl)cc2)c(OC)cc1Cl
  i, -7, i, i, i, i, i, 4, i, i, -1
Clc1ccc(-n2cccc2)cn1
  i, -9, i, i, i, i, i, -1, i, i, -1
CC1CN(C(=O)c2ccc(NS(=O)(=O)c3ccc(F)c(F)c3)cc2)CC(C)O1 (stereo not drawn)
  i, -7, i, i, i, i, i, -4, i, i, -7
Cc1cc(C(=O)N/N=C/c2c(CO)cnc(C)c2O)c2ccccc2n1
  i, -16, i, i, i, i, i, 7, i, i, -1
CC(C)c1cc(C(=O)Nc2sc3c(c2C#N)CCC3)no1
  i, -11, i, i, i, i, i, -3, i, i, -5
CN1CCN(c2nc(-c3ccccc3)c3cc(Cl)ccc3n2)CC1
  i, -20, i, i, i, i, i, -2, i, i, 0
CCN(C(N)=S)c1ccccc1
  i, -5, i, i, i, i, i, -1, i, i, 1
O=C1CC(Nc2ccc(N3CCOCC3)cc2)C(=O)N1Cc1ccccc1 (stereo not drawn)
  i, -11, i, i, i, i, i, 2, i, i, 2
CCCCCC(=O)NN1C(=S)N(c2ccc(OC)cc2)C(=O)C1CC(=O)Nc1ccccc1 (stereo not drawn)
  i, -7, i, i, i, i, i, -2, i, i, nt
Cc1ccc(C(=O)c2sc3c(c2N)c(=O)[nH]c(=O)n3CCc2ccccc2)cc1
  i, -9, i, i, i, i, i, -5, i, i, 2
Cc1ccc(C(=O)COC(=O)CN2C(=O)C3C4C=CC(C4)C3C2=O)cc1C (stereo not drawn)
  i, -6, i, i, i, i, i, 6, i, i, nt
COC(=O)C(Cc1ccccc1)NC(=O)c1cc(S(=O)(=O)N(C)C)ccc1Cl (stereo not drawn)
  i, -5, i, i, i, i, i, -7, i, i, nt
CC(C)c1ccccc1-n1c(SCC(=O)N2CCc3ccccc3C2)nc2ccccc2c1=O
  i, -11, i, i, i, i, 9*, 9, i, i, -1
CC(C)COC(=S)Nc1ccccc1
  i, -5, i, i, i, i, i, 3, i, i, 1
COc1ccc(C(=O)C2CCCN(C(=O)Cn3nc(C)cc3C)C2)cc1F (stereo not drawn)
  i, -10, i, i, i, i, i, 6, i, i, 1
COc1ccc(OC)c(NC(=O)C2C3C=CC(C3)C2C(=O)NCc2cccnc2)c1 (stereo not drawn)
  i, -3, i, i, i, i, i, 11, i, i, -3
S=C(NCc1ccccc1)Nc1ccc(Oc2ccccc2)cc1
  i, -4, i, i, i, i, 7*, -1, i, i, nt
Cc1ccccc1NC(=O)Nc1nc2ccc(S(C)(=O)=O)cc2s1
  i, -4, i, i, i, i, i, 0, i, i, -1
CC1CCCC(NC(=O)CN(C)S(=O)(=O)c2cnc[nH]2)C1C (stereo not drawn)
  i, -5, i, i, i, i, i, 2, i, i, nt
Cc1cccc(CCN=c2c([N+](=O)[O-])nn(-c3ccccc3)n2O)c1
  i, -8, i, i, i, i, i, nt, i, i, 1
COc1ccc(CCC(=O)Nc2c(C)n(C)n(-c3ccccc3)c2=O)cc1
  i, -7, i, i, i, i, i, 0, i, i, 2
O=C1CNC(=S)N1CCCn1ccnc1
  i, -8, i, i, i, i, i, 2, i, i, -6
CN(C)/C(CN1CCN(C=O)CC1)=C1\N=C(c2ccccc2)OC1=O
  i, -6, i, i, i, i, i, 8, i, i, -1
COCCn1c(SCC(=O)Nc2cc(Cl)ccc2OC)nc2c(c1=O)SC(C)C2 (stereo not drawn)
  i, -6, i, i, i, i, i, 1, i, i, 1
COc1cc(Br)c(C2C(C#N)=C(N)Oc3n[nH]c(-c4cccnc4)c32)cc1OC (stereo not drawn)
  i, -12, i, i, i, i, i, 2, i, i, 5
O=c1[nH]c(C2CCN(S(=O)(=O)c3ccc4c(c3)OCCO4)CC2)nc2c1nnn2Cc1ccc(F)cc1
  i, -2, i, i, i, i, i, 4, i, i, -1
CC(C)NC(=S)NC(=O)/C=C/c1ccc(F)cc1
  i, -3, i, i, i, i, i, -2, i, i, -7
CCCCN(CC)CCNC(=O)c1cn(C)c(=O)c2c1c1ccccc1n2C
  i, -9, i, i, i, i, i, -2, i, i, 4
CCc1ccc(-c2nc(CS(=O)CC(=O)O)c(C)o2)cc1 (stereo not drawn)
  i, -16, i, i, i, i, i, 4, i, i, -5
Cc1ccc(S(=O)(=O)Nc2cccnc2Oc2ccc(Cl)cc2)cc1
  i, -11, i, i, i, i, i, 5, i, i, nt
O=C(CCCNC(=O)c1ccc(Cl)cc1)NCc1ccccc1F
  i, -7, i, i, i, i, i, 10, i, i, 5
Cc1cccc(NC(=O)c2cc(NC(=O)c3ccco3)ccc2Cl)n1
  nt, nt, i, i, nt, i, nt, 2, nt, nt, 6
CC12CN3CCN(CC(C3)C1(O)CN1CCOCC1)C2 (stereo not drawn)
  nt, nt, i, i, nt, i, nt, 2, nt, nt, 2
CCOC(=O)C1=C(C)Nc2ccccc2N=C1NC(=O)Cc1ccc(Br)cc1
  i, -5, i, i, i, i, i, -5, i, i, -1
CC1=NN(c2ccc(N)cc2)C(=O)C1
  i, -2, i, i, i, i, i, 3, i, i, -1
Cc1cccc[n+]1CC(=O)/C=C1\N(C)c2ccccc2C1(C)C
  i, -5, i, i, i, i, i, 8, i, i, -1
Cc1nnc(NC(=O)CSc2nnc(Cc3ccccc3)n2-c2ccccc2)s1
  i, -5, i, i, i, i, i, 2, i, i, -7
CCCCOc1ccc(C(=O)NCC(=O)NC2CCN(Cc3ccccc3)CC2)cc1
  i, -10, i, i, i, i, i, 2, i, i, nt

Additional structures follow:
Under each structure – TRPC4 act, hERG protect, ANO1 activ, ANO1 block, KCNK9 inh, KCNK3 block, KCNQ1 inh, HDAC3 inh, TRPC4 potent, KCNQ1 pot, Dyrk1A ADPGlo
Cc1nc(COC(=O)c2c(C)nn(-c3ccccc3)c2C)cs1
  i, -8, i, i, i, i, i, 5, i, i, 8
S=c1[nH]nc(C2CC2)n1Cc1ccccc1
  i, -3, i, i, i, i, i, 3, i, i, -1
COC(=O)Nc1ccc2c(c1)N(C(=O)CCCl)c1ccccc1S2
  i, -10, i, i, i, i, i, 4, i, i, 3
CCSc1nnc(NC(=O)CN2C(=O)C3CC=CCC3C2=O)s1 (stereo not drawn)
  i, -8, i, i, i, i, i, 1, i, i, -86
CC(C)[C@H](NC(=O)c1cc2cc(Cl)ccc2n1C)C(=O)N1CCC(C(=O)O)CC1
  i, -3, i, i, i, i, i, -12, i, i, 7
Cc1ccc2oc(=O)c3cc(C(=O)NCCN4CCN(C)CC4)sc3c2c1
  i, -7, i, i, i, i, i, -1, i, i, 41
COc1ccc(C(=O)Nc2cc3c(cc2N2CCCCC2)n(C)c(=O)n3C)cc1OC
  i, -9, i, i, i, i, i, 3, i, i, -1
CCCCN(CC)CCCNC(=S)Nc1ccc2nc3n(c(=O)c2c1)CCCCC3
  i, -6, i, i, i, i, i, -4, 10*, i, -3
O=C(O)C1=NN(c2ccccc2)C(=O)C1
  i, -7, i, i, i, i, i, -3, i, i, -3
CCn1ncc(Br)c1C(=O)Nc1ccc(Cl)cn1
  i, -7, i, i, i, i, i, -3, i, i, 2
CC1(C)Cc2c(sc3nc(C4CC4)n(N)c(=O)c23)CO1
  i, -12, i, i, i, i, i, -3, i, i, 7
COC(=O)c1ccccc1-c1ccc(/C=N/NC(=O)c2cc3ccccc3o2)o1
  i, -14, i, i, i, i, i, -2, i, i, 17
Cc1ccc(-n2c(C)cc(/C=C3/SC(=O)N(CC(=O)N4CCOCC4)C3=O)c2C)nc1
  i, -4, nt, i, i, nt, i, 0, i, i, nt

These rows are one share of the data, so the mix of outcomes need not match the whole.
